High-throughput results: PubChem BioAssay, Broad Institute
PGC1a acetyl inh – inhibitors of PGC1a acetylation signal, primary screen, cell-based, U2OS, AlphaScreen, inhibitor mode; inhibition, % at 15.6 µM; actives 0.17% (n = 350,000); AID 651687, 2012; AlphaScreen anti-acetyl-lysine; with virally co-expressed GCN5 acetyltransferase;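 active = every replicate shows inhibition of at least 40%; inconclusive = mean inhibition at least 40% but some replicate below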;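 note: 0% = neutral control wells and 100% = positive control wells; some results beyond the cut were filed as inactive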
PAX8 reporter – inhibitors of PAX8-driven TPO luciferase reporter, primary screen, RMG-I cells, single concentration | SteadyGlo, 24 h | inhibition, % at 12.6 µM | actives 1.2% (n = 360,000);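 active = mean replicate inhibition at least 60% with every replicate also reaching 60%; inconclusive = only one of the two criteria is met; inactive = mean below 60% and not all replicates reaching 60%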;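 note: luciferase light reporting Pax8 driven TPO promoter activity; plate controls were median of neutral control wells for no effect and mitoxantrone controls for full effect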
Statin myotox sup – suppressors of statin myotoxicity in C2C12 myotubes, primary screen, cell-based, single point, plate reader. C2C12 myotubes + simvastatin, ATP luminescence, 48 h; scaled: DMSO 0, geranylgeraniol control 100. rescue of ATP level, % at 7.49 µM. actives 0.78% (n = 330,000). AID 602340, 2012;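 active = mean ATP rescue above about 67%, or every replicate alone reaching that limit, limit read from the data, passing the limit was not always enough; inconclusive = no clear call, values can overlap the other calls; inactive = mean under the limit and some replicate under it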;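 note: myotubes were challenged with 10 µM simvastatin during compound exposure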
PglD DTNB – C. jejuni PglD acetyltransferase inhibitors, primary screen, biochemical, DTNB colorimetric, single point. UDP-N-acetylbacillosamine N-acetyltransferase PglD (Campylobacter jejuni). purified PglD enzyme, DTNB colorimetric CoA detection. inhibition, % at 12.5 µM. actives 0.098% (n = 360,000). AID 602405, 2012; in the data active = inhibition above about 16%, passing the limit was not always enough; inconclusive = no clear call, values can overlap the other calls; note: strong numbers were not always called active
Cneo AK release – Cryptococcus neoformans cell lysis inducers, primary screen, AK release luminescence, single concentration; AID 651654, 2012; lysis activity, % at 15 µM; actives 0.2% (n = 360,000); C. neoformans lysis, adenylate kinase release luminescence, 4 h; normalised: neutral wells 0, clomiphene wells 100;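 active = mean lysis activity across replicates of at least 80%, whatever share of replicates individually reach that level; inactive = mean lysis activity below 80%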
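Assay system: Cryptococcus neoformans yeast cells / Dosing: single-point compound dose / Timing: 4 h at 37 °C static, read 1 h later / Measured by: luminescence of released adenylate kinase using an AK detection reagent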
An asterisk follows results filed as active. The list is partial; count on the stated rates, not on these rows.

`CCc1c(C)nc2cc(-c3cc(OC)cc(OC)c3)nn2c1N1CCN(CCN2CCOCC2)CC1` gave PGC1a acetyl inh 0, PglD DTNB -5 and Cneo AK release 0.
Screening COc1cc(NC(=O)C(C)Oc2ccccc2)c(OC)cc1NC(=O)c1ccccc1 (configuration not stated) returned PGC1a acetyl inh -11, PglD DTNB 3 and Cneo AK release 8.
`CCC(CC)C(=O)Nc1cc(OC)c(OC)cc1C(=O)O` gave PGC1a acetyl inh -6, PglD DTNB 2 and Cneo AK release 0.
O=C(COC(=O)c1ccccc1Nc1cccc(C(F)(F)F)c1)NCc1ccco1 was read as PGC1a acetyl inh -14, PglD DTNB -1 and Cneo AK release 4.
Screening COc1ccc(CC(NC(C)=O)C(=O)N2CCN(C(=O)Nc3cccc(Cl)c3)CC2)cc1OC (configuration not stated) returned PGC1a acetyl inh inconclusive, PglD DTNB -5 and Cneo AK release -2.
For Cc1cc(C(=O)CCC(=O)N2CCN(S(=O)(=O)c3cccs3)CC2)c(C)s1 the results were PGC1a acetyl inh 25, PglD DTNB -4 and Cneo AK release -2.
`CC(=O)c1c(C)[nH]c(C(=O)OCc2nnc(-c3ccccc3)o2)c1C` gave PGC1a acetyl inh -4, PglD DTNB -7 and Cneo AK release 0.
`CCn1nnc(NC(=O)c2cccnc2Cl)n1` gave PGC1a acetyl inh 14, PglD DTNB -3 and Cneo AK release 3.
For O=C(NC(=S)Nc1ccccc1)c1cc(-c2ccccc2)nc2ccccc12 the results were PGC1a acetyl inh 7, PglD DTNB -1 and Cneo AK release 16.
CSc1nc2oc3c(c2c2nncn12)CC(C)(C)SC3 was read as PGC1a acetyl inh 3, PglD DTNB 2 and Cneo AK release -2.
`CCSc1nnc(NC(=O)COc2ccc3ccccc3c2)s1` gave PGC1a acetyl inh 3, PglD DTNB -5 and Cneo AK release 0.
For O=C(Nc1ccc2nc(-c3ccccc3)oc2c1)c1ccco1 the results were PGC1a acetyl inh -7, PglD DTNB 7 and Cneo AK release -2.
For COCCOCC(O)CN1CCN(c2ccccc2)CC1 (configuration not stated) the results were PGC1a acetyl inh 6, PglD DTNB 0 and Cneo AK release 1.
For CN1CCN(CP(=O)(N2CCOCC2)N2CCOCC2)CC1 the results were PGC1a acetyl inh 0, PglD DTNB 1 and Cneo AK release 6.
For Cc1cc(N2CCN(c3ccccc3)CC2)nc(-c2ccccc2)n1 the results were PGC1a acetyl inh -7, PglD DTNB -4 and Cneo AK release 6.
For O=C(c1cccc(F)c1)N1CCN(CC2CC3C=CC2C3)CC1 (configuration not stated) the results were PGC1a acetyl inh -3, PglD DTNB -7 and Cneo AK release -1.
`CCn1c(=O)c([N+](=O)[O-])c(NCCc2ccccc2)c2ccccc21` gave PGC1a acetyl inh 35, PglD DTNB 2 and Cneo AK release 10.
Cc1ccc(/C(N)=N/OC(=O)Oc2ccccc2)cc1 was read as PGC1a acetyl inh -1, PglD DTNB -2 and Cneo AK release 0.
Screening CC(C)N(Cc1nc(-c2ccccc2)no1)C(=O)c1ccc(Br)o1 returned PGC1a acetyl inh -8, PglD DTNB 2 and Cneo AK release 2.
O=C(CSc1nnc(Cn2nnc3ccccc32)o1)N(Cc1ccc(Cl)cc1)c1ccccc1 was read as PGC1a acetyl inh 38, PglD DTNB -1 and Cneo AK release 0.

8 structures from above, sorted by formula weight, ascending:
Cc1ccc(/C(N)=N/OC(=O)Oc2ccccc2)cc1 was read as PGC1a acetyl inh -1, PglD DTNB -2 and Cneo AK release 0.
For COCCOCC(O)CN1CCN(c2ccccc2)CC1 (configuration not stated) the results were PGC1a acetyl inh 6, PglD DTNB 0 and Cneo AK release 1.
CSc1nc2oc3c(c2c2nncn12)CC(C)(C)SC3 was read as PGC1a acetyl inh 3, PglD DTNB 2 and Cneo AK release -2.
For O=C(c1cccc(F)c1)N1CCN(CC2CC3C=CC2C3)CC1 (configuration not stated) the results were PGC1a acetyl inh -3, PglD DTNB -7 and Cneo AK release -1.
For Cc1cc(N2CCN(c3ccccc3)CC2)nc(-c2ccccc2)n1 the results were PGC1a acetyl inh -7, PglD DTNB -4 and Cneo AK release 6.
For CN1CCN(CP(=O)(N2CCOCC2)N2CCOCC2)CC1 the results were PGC1a acetyl inh 0, PglD DTNB 1 and Cneo AK release 6.
`CCSc1nnc(NC(=O)COc2ccc3ccccc3c2)s1` gave PGC1a acetyl inh 3, PglD DTNB -5 and Cneo AK release 0.
Screening CC(C)N(Cc1nc(-c2ccccc2)no1)C(=O)c1ccc(Br)o1 returned PGC1a acetyl inh -8, PglD DTNB 2 and Cneo AK release 2.

The list goes on:
Screening CC(=O)c1ccc2c(c1)OCCOCCOCCOCCO2 returned PGC1a acetyl inh 3, PglD DTNB 3 and Cneo AK release -2.
For O=C(N/N=C/C(Cl)=C\c1ccccc1)c1cnccn1 the results were PGC1a acetyl inh -36, PglD DTNB 7 and Cneo AK release -24.
Screening CCC(=O)c1ccc(OCC(O)CN(C)C2CCCCC2)cc1 (configuration not stated) returned PGC1a acetyl inh 9, PglD DTNB -3 and Cneo AK release -1.
`COCCCNC(=O)c1c(N)n(/N=C/c2cccnc2)c2nc3ccccc3nc12` gave PGC1a acetyl inh 2, PglD DTNB 8 and Cneo AK release -2.
For Cc1cc(NC(=O)CCC(=O)N(CC(=O)NC2CCCC2)c2ccccc2)no1 the results were PGC1a acetyl inh -2, PglD DTNB 1 and Cneo AK release -3.
Cc1[nH]n2c(=O)cc(C(C)(C)C)nc2c1-c1ccccc1 was read as PGC1a acetyl inh 4, PglD DTNB 2 and Cneo AK release 7.
For CCn1c(SCC(=O)Nc2sc3c(c2C#N)CCC(C(C)(C)C)C3)nnc1-c1ccco1 (configuration not stated) the results were PGC1a acetyl inh 4, PglD DTNB 2 and Cneo AK release 1.
Screening Cc1nnc(C)n1/N=C/c1cc(Br)cc(Br)c1O returned PGC1a acetyl inh 2, PglD DTNB -10 and Cneo AK release 0.
`N#CC1=C(N)Oc2n[nH]c(-c3ccc(F)cc3)c2C1c1ccncc1` (configuration not stated) gave PGC1a acetyl inh 11, PglD DTNB 3 and Cneo AK release 13.
`Cc1ccc(-n2nc(C(=O)N3CCN(C)CC3)c3c4ccccc4n(C)c3c2=O)cc1` gave PGC1a acetyl inh -1, PglD DTNB 2 and Cneo AK release -3.
Screening CCOC(=O)COn1c(=O)c(-c2cccs2)[n+]([O-])c2ccccc21 returned PGC1a acetyl inh -15, PglD DTNB 2 and Cneo AK release -1.
For CCOC(=O)NC1(NC(C)C)Oc2ccccc2O1 the results were PGC1a acetyl inh -4, PglD DTNB 0 and Cneo AK release 1.
Screening COc1ccccc1-n1cnnc1SCC(=O)Nc1cc(C(C)(C)C)nn1-c1ccccc1 returned PGC1a acetyl inh -14, PglD DTNB 7 and Cneo AK release -2.
Screening CCOCCCNc1nc(=S)[nH]c2cc(OC)c(OC)cc12 returned PGC1a acetyl inh -10, PglD DTNB 4 and Cneo AK release -3.
CC(C)(C)C(=O)NC(=S)Nc1ccccc1F was read as PGC1a acetyl inh 3, PglD DTNB 3 and Cneo AK release 11.
Screening CCCc1cc(=O)oc2c(CN3CCCC3)c(O)ccc12 returned PGC1a acetyl inh -1, PglD DTNB 1 and Cneo AK release -1.
Cc1cc(-c2ccccc2)nc2c(Br)c(C(=O)O)nn12 was read as PGC1a acetyl inh 3, PglD DTNB -5 and Cneo AK release 1.
`N#Cc1ccccc1OCC(=O)Nc1nnc(C2CC2)s1` gave PGC1a acetyl inh -11, PAX8 reporter -86 and Statin myotox sup 2.
`CNC[C@H]1Oc2c(N)cccc2C(=O)N([C@@H](C)CO)C[C@H]1C` gave PGC1a acetyl inh 2, PAX8 reporter 7 and Statin myotox sup -3.
Screening COc1ccc(CCNC(=O)CN2C(=O)C(=O)N(C3CCCC3)C2=O)cc1OC returned PGC1a acetyl inh 6, PAX8 reporter -6 and Statin myotox sup -2.
`CN1C(=O)c2cc(NC(=O)c3ccc(C(F)(F)F)cc3)ccc2OC[C@@H]2O[C@@H](CC(=O)NC3Cc4ccccc4C3)CC[C@@H]21` gave PGC1a acetyl inh -9, PAX8 reporter 51 and Statin myotox sup 28.
Screening CCCN(C)C[C@@H]1Oc2cc(C3=CCCCC3)ccc2S(=O)(=O)N([C@@H](C)CO)C[C@H]1C returned PGC1a acetyl inh -22, PAX8 reporter -18 and Statin myotox sup -89.
For CN1C(=O)c2cc(NC(=O)c3cncs3)ccc2OC[C@H]2O[C@@H](CC(=O)Nc3ccccc3F)CC[C@@H]21 the results were PGC1a acetyl inh 4, PAX8 reporter 29 and Statin myotox sup 27.
For COc1cc(C)c(NC(=O)c2cccc(S(=O)(=O)N3CCCC3)c2)cc1OC the results were PGC1a acetyl inh -15, PAX8 reporter 13 and Statin myotox sup 3.
CC(C)C1C(=O)N(Cc2cn(CCC3OCCO3)nn2)CCS(=O)(=O)N1Cc1ccc(-c2ccc(Cl)cc2)cc1 (configuration not stated) was read as PGC1a acetyl inh 13, PAX8 reporter 11 and Statin myotox sup -9.
`C[C@@H]1CN([C@H](C)CO)C(=O)CCCn2cc(nn2)CO[C@@H]1CN(C)C(=O)Nc1ccccc1F` gave PGC1a acetyl inh 11, PAX8 reporter -4 and Statin myotox sup 4.
CCCN(C)C[C@@H]1Oc2ncc(-c3ccccc3)cc2C(=O)N([C@H](C)CO)C[C@H]1C was read as PGC1a acetyl inh -1, PAX8 reporter 6 and Statin myotox sup -3.
Screening Cc1cccc(NC(=O)c2cccc(N3C(=O)C4C5CCC(C5)C4C3=O)c2)c1C (configuration not stated) returned PAX8 reporter -1, PglD DTNB 1 and Cneo AK release 15.
Nc1nnnn1/N=C\c1ccc(Cl)c([N+](=O)[O-])c1 was read as PAX8 reporter 4, PglD DTNB -5 and Cneo AK release 13.
`Cc1ccc(-n2[nH]c(=O)c3cccnc32)cc1` gave PAX8 reporter -15, PglD DTNB -4 and Cneo AK release 5.
Screening CCOC(=O)c1c(-c2cccs2)csc1NC(=O)COC(=O)c1c(C)noc1C returned PAX8 reporter 0, PglD DTNB 5 and Cneo AK release -3.
Cc1ccc(-n2c3c(cc(C(=O)NC4CCSC4=O)c2=O)C(=O)CCC3)cc1 (configuration not stated) was read as PAX8 reporter 12, PglD DTNB -6 and Cneo AK release 0.
CC(c1ccccc1)N(NC(=O)C(O)(c1ccccc1)c1ccccc1)C(=O)c1ccccc1 (configuration not stated) was read as PAX8 reporter -4, PglD DTNB 3 and Cneo AK release 1.
For CC(=O)NC1(C(F)(F)F)N=C2SCCN2C1=O (configuration not stated) the results were PAX8 reporter -44, PglD DTNB -5 and Cneo AK release 1.
Screening O=C(CC1C(=O)NCCN1C(=O)Nc1ccccc1)Nc1ccc2c(c1)OCCO2 (configuration not stated) returned PAX8 reporter -26, PglD DTNB 2 and Cneo AK release -9.
`CC(=O)C1C(c2ccco2)c2c(noc2C)CC1(C)O` (configuration not stated) gave PAX8 reporter -4, PglD DTNB 4 and Cneo AK release 4.
`COc1cc2c3c(cccc3c1)C(=O)N(CCN1CCCC1)C2=O` gave PAX8 reporter 15, PglD DTNB -9 and Cneo AK release 7.
`COCCNC(=O)c1cc2c3ccccc3n(C)c2s1` gave PAX8 reporter -1, PglD DTNB -1 and Cneo AK release 11.
`CCc1nnc2sc(-c3ccc(NC(=O)c4ccco4)cc3)nn12` gave PAX8 reporter -14, PglD DTNB -4 and Cneo AK release 1.
`Cc1ccc(-c2nnn(Cc3nc(N)nc(N4CCOCC4)n3)n2)cc1` gave PAX8 reporter 12, PglD DTNB -1 and Cneo AK release 5.
Screening Cc1nc2ccc(Cl)cn2c1[N+](=O)[O-] returned PAX8 reporter 3, PglD DTNB 5 and Cneo AK release 4.
CC(C)C1C(C#N)=C(N)SC(N)=C1C#N was read as PAX8 reporter -5, PglD DTNB -2 and Cneo AK release 3.
For Cc1cc(C)n(C(CC(=O)N2CCc3ccccc3C2)C(=O)O)n1 (configuration not stated) the results were PAX8 reporter 22, PglD DTNB 2 and Cneo AK release 1.
`Cc1cc(C)n(C(N)=NC(=O)c2ccccc2)n1` gave PAX8 reporter -40, PglD DTNB 2 and Cneo AK release 2.
For O=c1c([N+](=O)[O-])cc(C(F)(F)F)cn1Cc1cccc(Cl)c1 the results were PAX8 reporter 21, PglD DTNB 5 and Cneo AK release 11.
